Screening data (PubChem)
PTEN del growth: growth suppressors of cells with PTEN tumor suppressor deletion. HCT116 PTEN-null viability, CellTiter-Glo, 60 h; stronger effect = lower value. viability, % at 10 µM. actives 1.2% (n = 140,000). AID 827;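 active = viability at or below a set limit, 4 SD under the median of all tested compounds, cut at about 3.7% in these data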;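 also: PTEN knockout HCT116 line with beta catenin targeted HCT116 as companion control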
NPY Y2 blocker: blocks the human neuropeptide Y Y2 receptor; actives 0.99% (n = 140,000); inhibition, % at 2.7 µM; AID 793; NPY-Y2 expressing cells, antagonist mode; in the data active = inhibition above about 17%;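 also: 0% = vehicle with agonist challenge and 100% = reference antagonist with challenge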
Target sequence (P49146 whole entry, looked up): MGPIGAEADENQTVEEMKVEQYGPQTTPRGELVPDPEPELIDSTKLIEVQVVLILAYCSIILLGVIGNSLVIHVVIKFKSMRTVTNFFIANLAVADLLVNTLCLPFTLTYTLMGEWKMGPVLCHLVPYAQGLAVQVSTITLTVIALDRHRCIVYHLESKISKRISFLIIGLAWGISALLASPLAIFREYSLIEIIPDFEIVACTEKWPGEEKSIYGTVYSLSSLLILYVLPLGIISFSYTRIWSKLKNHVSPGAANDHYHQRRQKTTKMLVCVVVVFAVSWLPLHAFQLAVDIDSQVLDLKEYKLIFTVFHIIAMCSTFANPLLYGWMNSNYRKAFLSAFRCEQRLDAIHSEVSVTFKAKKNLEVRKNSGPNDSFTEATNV
HCT116 bCat-KO: beta-catenin-lacking colon tumor cell growth suppression; HCT116 beta-catenin knockout viability, CellTiter-Glo, 60 h; stronger effect = lower value; viability, % at 10 µM; actives 1.5% (n = 140,000);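 active = viability at or under a set limit, the compound median less 4 SD, cut at about 6% in these data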;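 also: 0% = Hyamine 1622 control at 20 µM and 100% = untreated cell control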
GALR2 blocker: blocks the human galanin receptor 2; inhibition, % at 4 µM; GALR2-expressing cells, antagonist mode; AID 828; actives 0.39% (n = 140,000); O43603; in the data active = inhibition above about 27%;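 also: cells stimulated with galanin 1-16 at roughly its EC80; 0% = agonist challenge control and 100% = basal control without agonist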
Target sequence (O43603 whole entry, looked up): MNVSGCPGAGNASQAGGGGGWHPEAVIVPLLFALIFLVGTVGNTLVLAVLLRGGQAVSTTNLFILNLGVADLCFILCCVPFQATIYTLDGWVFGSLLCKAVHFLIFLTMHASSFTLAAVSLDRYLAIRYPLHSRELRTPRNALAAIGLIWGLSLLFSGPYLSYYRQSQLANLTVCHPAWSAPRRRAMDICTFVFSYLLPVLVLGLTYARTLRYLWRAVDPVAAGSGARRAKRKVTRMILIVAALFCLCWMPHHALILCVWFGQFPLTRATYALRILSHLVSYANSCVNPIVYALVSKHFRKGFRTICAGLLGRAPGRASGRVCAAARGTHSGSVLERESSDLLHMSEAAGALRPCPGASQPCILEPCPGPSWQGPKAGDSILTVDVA
Phagocyt inh: macrophage phagocytosis inhibition; inhibition, % at 5 µM; J774A.1 macrophage IgG-bead phagocytosis, imaging; AID 1029; actives 0.07% (n = 110,000);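 active = inhibition above the mean of the plate negative controls plus 5 SD, cut at about 13% in these data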;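 also: phagocytic index as fraction of beads internalized from green versus red external bead signal; plate controls were DMSO negative control for no effect and cytochalasin-D positive control for full effect; some results beyond the cut were filed as inactive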
Yeast lifespan up: yeast lifespan extension; S. cerevisiae growth with nicotinamide, OD615; deaD strain in restrictive glucose medium; inhibition of the nicotinamide effect, % at 10 µM; actives 0.68% (n = 130,000); AID 775;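 active = inhibition above a set limit, placed 3 SD over the median of all compounds, cut at about 26% in these data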;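 also: 0% = nicotinamide-treated wells and 100% = cells grown without nicotinamide; some compounds called inactive have numbers as strong as hits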
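Assay system: engineered S. cerevisiae DeaD replicative-lifespan strain, galactose-grown log-phase cells; Buffer or medium: CSMM-D glucose medium, restrictive; Probe or stimulus: nicotinamide 1.5 mM; Compound: single dose 10 µM compound, 0.25% DMSO; Schedule: 4 h preincubation then 48 h treatment at 30 °C; Technique: OD615 measurement.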
MRP-1 activ: MRP-1 activation. actives 0.61% (n = 140,000). H69AR cells + doxorubicin, viability rescue, CellTiter-Glo. viability increase, % at 10 µM;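 active = viability gain under doxorubicin at or above a set limit, the compound median plus 3 SD, cut at about 4.7% in these data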;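 also: MRP-1 overexpressing cells given doxorubicin 25 µM after compound pretreatment; 18-22 h compound pretreatment then 72 h with doxorubicin before readout; 0% = doxorubicin-only wells and 100% = vehicle-treated cells without doxorubicin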
Measles CPE: protection of cells from measles virus. Measles virus-infected cells, CPE protection, absorbance. protection (pct of control), % at 4 µM. actives 1.5% (n = 140,000). AID 841; in the data active = protection mostly above about 24%, no sharp cut-off; inactive = mostly below about 26%; also: some compounds called inactive have numbers as strong as hits
BB579 growth dn: reduces growth of yeast BB579 in restrictive medium; S. cerevisiae BB579 growth, OD615, 48 h; inhibition, % at 10 µM; actives 0.51% (n = 140,000); AID 804;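 active = inhibition above a set limit, 3 SD over the mean compound inhibition, cut at about 44% in these data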; also: inactives centre near -24
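Test system: DeaD yeast strain BB579 / Buffer or medium: restrictive glucose-based CSMM-D medium / Doses: single 10 µM dose / Schedule: 4 h cell preincubation, 48 h compound exposure, 30 °C humidified / Technique: culture absorbance at 615 nm / Controls: amphotericin B positive control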
E-sel TNF inh: TNF alpha driven E-selectin expression inhibition; AID 1246; inhibition, % at 2 µM; HUVEC TNFa-induced E-selectin immunofluorescence, high content; actives 0.71% (n = 120,000);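 active = inhibition above the batch mean plus 3 SD, and confirmed as a hit on visual image review, cut at about 43% in these data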;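 also: 0% = TNF-stimulated DMSO wells and 100% = unstimulated control wells; not every result past the cut was called active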
Active calls of the source: *; / = no result given.

[1] O=C1CC(c2nc3ccccc3[nH]2)CN1c1ccccc1F (centres undefined)
[2] CC1CCCC(C)N1C(=O)CSc1nnc(COc2ccccc2)n1-c1ccccc1 (centres undefined)
[3] C/C(=N\NC(=O)c1ccc(F)cc1)c1cccc(NC(=O)c2ccco2)c1
[4] Cc1ccc(S(=O)(=O)c2cc(OC(=O)c3ccco3)ccc2OC(=O)c2ccco2)cc1
[5] Cn1c(=O)c2c(nc(SCC(=O)O)n2Cc2cc3c(cc2Cl)OCO3)n(C)c1=O
[6] O=C(NCc1ccco1)C1(c2ccc(Cl)cc2)CCCC1
[7] Cc1cc(NC(=O)CSc2nc3c(c(=O)n2CCc2ccccc2)SC(C)C3)no1 (centres undefined)
[8] COc1ccc(C(c2nnnn2C2CCCCC2)N2CCN(c3ccccc3)CC2)cc1 (centres undefined)

screen / no. | 1 | 2 | 3 | 4 | 5 | 6 | 7 | 8
PTEN del growth | 102 | 91 | 98 | 90 | 102 | 83 | 95 | /
NPY Y2 blocker | 0 | 5 | -2 | 6 | 10 | 14 | 2 | 14
HCT116 bCat-KO | 102 | 88 | 86 | 80 | 95 | 80 | 90 | /
GALR2 blocker | -8 | -13 | -1 | -1 | -12 | -7 | 18 | -2
Phagocyt inh | -2 | / | 1 | -7 | 1 | 0 | 0 | 0
Yeast lifespan up | -9 | -3 | -5 | 5 | -5 | 1 | -6 | /
MRP-1 activ | 0.3 | -1.4 | -0.6 | -1.9 | -0.1 | -3.7 | 1.0 | /
Measles CPE | 8 | 7 | 23 | 6 | 6 | 8 | 7 | /
BB579 growth dn | 17 | -19 | -19 | -48 | -8 | -26 | 9 | /
E-sel TNF inh | / | 8 | -2 | / | -8 | 9 | -29 | 1

[9] COc1ccc(NC(=O)CSc2nnc(CNC(=O)c3ccco3)o2)c(OC)c1
[10] CN1CCN(S(=O)(=O)c2ccc(Br)s2)CC1
[11] N#C/C(=N\Nc1ccc(F)cc1)C(=N)N1CCCCC1
[12] C=CCn1c(SCC(=O)Nc2cccnc2Cl)nnc1-c1ccc(C(C)(C)C)cc1
[13] O=C1CC(c2ccco2)CC(O)=C1C=NCCN1CCN(C2CC(=O)N(c3ccccc3)C2=O)CC1 (centres undefined)
[14] O=C(Nc1cccc2c1CCCC2)C1CCN(C(=O)NC2CCCCC2)CC1
[15] CCOC(=O)c1c(C)c(C(=O)NCC2CCCO2)c(C)n1CC (centres undefined)
[16] CC1CCCN(S(=O)(=O)c2ccccc2[N+](=O)[O-])C1 (centres undefined)

screen / no. | 9 | 10 | 11 | 12 | 13 | 14 | 15 | 16
PTEN del growth | 109 | 96 | 103 | 64 | 94 | 80 | 103 | 94
NPY Y2 blocker | 2 | 3 | 5 | 2 | -1 | 1 | -1 | 3
HCT116 bCat-KO | 96 | 99 | 98 | 64 | 95 | 82 | 105 | 90
GALR2 blocker | -16 | -2 | -5 | -4 | 5 | 3 | 6 | 10
Phagocyt inh | -1 | 6 | / | -11 | / | -1 | 0 | -14
Yeast lifespan up | -6 | -10 | 0 | 5 | 19 | -8 | -10 | 2
MRP-1 activ | 1.6 | -1.7 | 1.8 | -0.9 | 0.1 | -0.3 | -2.2 | -2.6
Measles CPE | 23 | 14 | 5 | 5 | 20 | 22 | 21 | 14
BB579 growth dn | -47 | -13 | -34 | -30 | -26 | -26 | -32 | 6
E-sel TNF inh | 6 | / | -6 | / | -13 | / | -47 | /

Among those listed so far, 7 have a halogen:
[1] O=C1CC(c2nc3ccccc3[nH]2)CN1c1ccccc1F (centres undefined)
[3] C/C(=N\NC(=O)c1ccc(F)cc1)c1cccc(NC(=O)c2ccco2)c1
[5] Cn1c(=O)c2c(nc(SCC(=O)O)n2Cc2cc3c(cc2Cl)OCO3)n(C)c1=O
[6] O=C(NCc1ccco1)C1(c2ccc(Cl)cc2)CCCC1
[10] CN1CCN(S(=O)(=O)c2ccc(Br)s2)CC1
[11] N#C/C(=N\Nc1ccc(F)cc1)C(=N)N1CCCCC1
[12] C=CCn1c(SCC(=O)Nc2cccnc2Cl)nnc1-c1ccc(C(C)(C)C)cc1

screen / no. | 1 | 3 | 5 | 6 | 10 | 11 | 12
PTEN del growth | 102 | 98 | 102 | 83 | 96 | 103 | 64
NPY Y2 blocker | 0 | -2 | 10 | 14 | 3 | 5 | 2
HCT116 bCat-KO | 102 | 86 | 95 | 80 | 99 | 98 | 64
GALR2 blocker | -8 | -1 | -12 | -7 | -2 | -5 | -4
Phagocyt inh | -2 | 1 | 1 | 0 | 6 | / | -11
Yeast lifespan up | -9 | -5 | -5 | 1 | -10 | 0 | 5
MRP-1 activ | 0.3 | -0.6 | -0.1 | -3.7 | -1.7 | 1.8 | -0.9
Measles CPE | 8 | 23 | 6 | 8 | 14 | 5 | 5
BB579 growth dn | 17 | -19 | -8 | -26 | -13 | -34 | -30
E-sel TNF inh | / | -2 | -8 | 9 | / | -6 | /

Next section:
[17] Cc1cccc(N2C(=O)c3cccc(Oc4ccc(Cl)cc4)c3C2=O)c1
[18] CC(=O)c1ccc(OC(=O)c2ccc(Br)o2)cc1
[19] COc1cccc(OC)c1C(=O)NNC(=O)c1cccc(COc2ccc3c(c2)CCC3)c1
[20] CCCCN(C(=O)NC(=O)Nc1ccccc1OCC)S(C)(=O)=O
[21] Cc1ccc(NC(=O)C2CCCN2S(=O)(=O)c2ccc(F)cc2)c(C)c1 (centres undefined)
[22] CC1=C(C)CC(C(=O)Nc2ccc(C(N)=O)cc2)C(C(=O)O)C1 (centres undefined)
[23] CCC(Oc1ccccc1)C(=O)Nc1nc2ccccc2[nH]1 (centres undefined)
[24] Cc1ccc(NC(=O)C(=O)NCCN2CCN(C(=O)C(c3ccccc3)c3ccccc3)CC2)cc1

screen / no. | 17 | 18 | 19 | 20 | 21 | 22 | 23 | 24
PTEN del growth | 90 | 89 | 76 | 84 | 91 | 97 | 96 | 95
NPY Y2 blocker | 4 | 0 | 5 | 5 | 8 | 4 | 2 | 0
HCT116 bCat-KO | 88 | 102 | 86 | 84 | 105 | 100 | 91 | 90
GALR2 blocker | 1 | 5 | -22 | 14 | -13 | -4 | 4 | -6
Phagocyt inh | -6 | 1 | 0 | / | -1 | -1 | 1 | /
Yeast lifespan up | 2 | -9 | 6 | -28 | -6 | -12 | -6 | -17
MRP-1 activ | -2.2 | -4.3 | 0.3 | 1.2 | -2.7 | -1.2 | -2.0 | 0.9
Measles CPE | 4 | 4 | / | 5 | 2 | 3 | 12 | 8
BB579 growth dn | -45 | 10 | -77 | -49 | -27 | -15 | -12 | -26
E-sel TNF inh | / | -6 | -10 | -16 | -3 | -9 | -7 | 16

Going on with the list.
Each structure is followed by: PTEN del growth	NPY Y2 blocker	HCT116 bCat-KO	GALR2 blocker	Phagocyt inh	Yeast lifespan up	MRP-1 activ	Measles CPE	BB579 growth dn	E-sel TNF inh
(25) Cc1cccc(C(=O)N2CCN(c3ncnc4c3cnn4-c3ccccc3)CC2)c1
 : 68	1	72	-2	/	/	-2.8	4	-21	5
(26) Cn1cnnc1SCc1ccc(C#N)cc1
 : 102	3	107	0	0	-7	-0.4	15	-5	/
(27) COc1ccc(-c2cnc(NCc3cc4c(cc3[N+](=O)[O-])OCO4)n2C)cc1
 : 68	6	72	11	-9	3	-1.0	8	-34	-9
(28) CCOC(=O)Nc1ccc(S(=O)(=O)N(C)C(C)C)cc1
 : 90	4	93	4	0	0	0.6	3	-30	13
(29) C/C(CCN1CCc2nc(-c3ccccc3)c(-c3ccccc3)cc2C1)=N\OC[C@@H](C)[C@H](OCc1ccccc1)C(C)C
 : 53	2	55	-18	/	5	-1.6	6	-52	-11
(30) CN1C2C=C(N(CCc3c[nH]c4ccccc34)C(=O)c3ccc(Cl)cc3)CC1CC2 (centres undefined)
 : 36	6	46	2	/	-2	-2.6	29	-63	-8
(31) CCOC(=O)NCc1ccc(Cl)c(Cl)c1
 : 85	4	87	6	-1	-12	-1.5	16	-21	-32
(32) CC(C)OC(=O)N(C)c1ccc(C(O)(C(F)(F)F)C(F)(F)F)cc1
 : 67	0	70	-4	1	-10	0.3	46	-37	5
(33) Cc1cccc(NC(=O)C2CCN(S(=O)(=O)c3c(C)[nH]c(=O)[nH]c3=O)CC2)c1
 : 98	2	100	6	-1	1	-1.9	4	-29	3
(34) Cc1ccc(C(C)C)c(OCCNS(C)(=O)=O)c1
 : 95	1	104	-7	2	-5	-1.0	11	-48	-5
(35) Cc1cc(C(=O)Nc2nc3c(s2)CCCC3)no1
 : 101	1	99	-11	3	-13	0.6	3	-55	40*
(36) COCCCNC(=O)C1CC(=O)OC1c1ccc(OC)c(OC)c1 (centres undefined)
 : 104	-4	101	-11	-1	-6	0.2	3	-22	12
(37) CCOC(=O)C1=C(Nc2ccccc2)CC(C)(O)C(C(=O)OCC)C1c1ccc(Cl)cc1 (centres undefined)
 : 56	12	66	0	1	5	-4.0	2	-7	/
(38) Cn1nc(-c2ccc(C(=O)Nc3cccnc3)cc2)c2ccccc2c1=O
 : 94	0	98	-2	-5	-12	0.3	5	-15	-6
(39) Cc1nc(N)c(C#N)c(-c2cccnc2)c1C
 : 105	1	102	-12	-1	-15	-3.1	2	9	-7
(40) COc1ccc(N2CCN(CCCNC(=O)c3cc4sccc4n3C)CC2)cc1
 : 69	7	68	2	-3	-6	-5.5	16	-47	-13
(41) Cc1cccc(NC(=O)COc2ccc(/C=N\n3cnnc3)cc2)c1
 : 89	0	85	5	-4	-1	-1.4	6	-18	-4
(42) CC(Oc1ccc(Cl)cc1Cl)c1nc(-c2ccccn2)no1 (centres undefined)
 : 83	9	82	-12	2	-17	0.3	6	-6	7
(43) CCn1c(SCC(=O)NCCOC)nc2sc3c(c2c1=O)CCCC3
 : 102	-1	98	-11	0	-22	-0.4	4	-10	22
(44) O=C(Nc1ccc(Cl)c(Cl)c1)Nc1ccc(N2CCCC2)c(S(=O)(=O)Nc2ccccc2Cl)c1
 : 1.4*	-1	1.6*	13	-14	4	-4.5	9	-40	/
(45) Cn1c(=O)c2c(nc(Br)n2C)n(C)c1=O
 : 93	1	102	11	-2	-11	-0.6	2	-7	-19

Three entries from above, ordered by their value in Phagocyt inh, descending:
| item | SMILES | Phagocyt inh |
| --- | --- | --- |
| 35 | Cc1cc(C(=O)Nc2nc3c(s2)CCCC3)no1 | 3 |
| 28 | CCOC(=O)Nc1ccc(S(=O)(=O)N(C)C(C)C)cc1 | 0 |
| 44 | O=C(Nc1ccc(Cl)c(Cl)c1)Nc1ccc(N2CCCC2)c(S(=O)(=O)Nc2ccccc2Cl)c1 | -14 |
